From PubChem BioAssay
SIRT5 inh: SIRT5 desuccinylase inhibitors, primary screen, biochemical, fluorescence imaging, single point, set 5; NAD-dependent protein deacylase sirtuin-5, mitochondrial (Homo sapiens), Q9NXA8; Purified SirT5, succinyl-peptide AMC, trypsin-coupled fluorescence; inhibition, % at 15 µM; 330,000 tested, 1.1% active; AID 652115, 2013; in the data active = inhibition above about 15%; inconclusive = no clear call, values can overlap the other calls
Target sequence (Q9NXA8 whole entry, looked up): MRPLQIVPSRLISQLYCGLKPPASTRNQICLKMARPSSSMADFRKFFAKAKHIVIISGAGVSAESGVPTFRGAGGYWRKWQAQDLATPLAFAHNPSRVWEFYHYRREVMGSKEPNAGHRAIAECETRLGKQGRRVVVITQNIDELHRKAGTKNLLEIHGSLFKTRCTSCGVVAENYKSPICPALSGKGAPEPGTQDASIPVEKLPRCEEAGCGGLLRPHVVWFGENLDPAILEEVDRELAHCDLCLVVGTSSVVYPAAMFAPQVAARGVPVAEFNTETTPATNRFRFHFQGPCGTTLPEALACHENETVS
LGR2 antag: inhibitors of bursicon-induced LGR2 CRE-luciferase signal, primary screen, cell-based, HEK293, CRE-luciferase reporter, bursicon stimulation. Drosophila bursicon receptor LGR2 (rickets). bursicon-stimulated, 4 h. inhibition, % at 9.99 µM. 380,000 tested, 0.35% active;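 active = drop in luminescence signal, shown as inhibition above about 50% in the replicate tests, limit read from the data, passing the limit was not always enough; inconclusive = probably only some replicates passing the limit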;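 note: agonist challenge used bursicon conditioned medium at about half maximal strength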
Xi reactivation: activators of inactive X chromosome reactivation, primary screen, imaging, XiGFP fibroblasts, GFP high-content imaging, set 2. XiGFP mouse fibroblasts, % GFP-positive cells imaging, 3 d; cells co-treated with 5-aza-dC sensitizer; scaled so ellipticine positive control = 100%. activation, % at 7.58 µM. 360,000 tested, 0.055% active. AID 743238, 2013;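 active = mean normalized replicate activation at least 10% and every replicate at or above 10%; inconclusive = only one of the two criteria met; inactive = mean below 10% and not all replicates reach 10%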;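 note: 0% = median of on-plate neutral control wells and 100% = ellipticine 6 µM median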
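Assay system: SV40-immortalized XiGFP fibroblast cells, line 68-5-11; buffer or medium: DMEM plus 5-aza-dC sensitizer; compound: one concentration, pinned; timing: compounds 3 days, fix/stain 15 min at room temperature; benchmarks: positive control ellipticine, 6 µM final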
ERAP1 HTS inh: human ERAP1 aminopeptidase inhibitors, primary screen, biochemical, single point, plate reader | Endoplasmic reticulum aminopeptidase 1 (Homo sapiens), Q9NZ08 | recombinant ERAP1, Leu-AMC fluorescence, 60 min | inhibition, % at 10.7 µM | 340,000 tested, 0.15% active | AID 652197, 2013;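 active = mean replicate inhibition of at least 30%, or all replicates individually reaching that 30% level; inactive = mean below 30% and not every replicate reaching it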;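 note: 0% = neutral control wells and 100% = L-leucinethiol positive control wells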
PGC1a acetyl inh: inhibitors of PGC1a acetylation signal, primary screen, cell-based, U2OS, AlphaScreen, inhibitor mode | inhibition, % at 15.6 µM | AlphaScreen anti-acetyl-lysine; with virally co-expressed GCN5 acetyltransferase | 350,000 tested, 0.17% active;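 active = every replicate shows inhibition of at least 40%; inconclusive = mean inhibition at least 40% but some replicate below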;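 note: 0% = neutral control wells and 100% = positive control wells; some results beyond the cut were filed as inactive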
C2C12 statin: suppressors of statin myotoxicity in C2C12 myotubes, primary screen, cell-based, single point, plate reader; 330,000 tested, 0.78% active; AID 602340, 2012; rescue of ATP level, % at 7.49 µM; C2C12 myotubes + simvastatin, ATP luminescence, 48 h; scaled: DMSO 0, geranylgeraniol control 100;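 active = mean ATP rescue above about 67%, or every replicate alone reaching that limit, limit read from the data, passing the limit was not always enough; inconclusive = no clear call, values can overlap the other calls; inactive = mean under the limit and some replicate under it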;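 note: myotubes were challenged with 10 µM simvastatin during compound exposure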
S100A4 MyoIIA: inhibitors of S100A4-myosin IIA peptide binding, primary screen, biochemical, fluorescence polarization, TAMRA-MyoIIA peptide; Protein S100-A4 (Homo sapiens), P26447; AID 652163, 2013; inhibition, % at 10.7 µM; 360,000 tested, 0.14% active;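 active = mean inhibition of at least 70% across replicates, with every replicate also reaching that level; inconclusive = mean inhibition reaches 70% but some replicates fall short; inactive = mean inhibition below 70%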
Target sequence (P26447 whole entry, looked up): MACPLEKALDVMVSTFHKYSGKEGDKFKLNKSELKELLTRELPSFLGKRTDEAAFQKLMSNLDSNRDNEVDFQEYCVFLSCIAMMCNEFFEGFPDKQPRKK
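assay system = human S100A4 monomer with TAMRA-labelled myosin IIA peptide | also added = labelled myosin peptide probe, 5 nM | incubation = 5 min between mix addition and reading | control set = DMSO and TFP controls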
Cneo AK release: Cryptococcus neoformans cell lysis inducers, primary screen, AK release luminescence, single concentration; C. neoformans lysis, adenylate kinase release luminescence, 4 h; normalised: neutral wells 0, clomiphene wells 100; lysis activity, % at 15 µM; 360,000 tested, 0.2% active; AID 651654, 2012;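 active = mean lysis activity across replicates of at least 80%, whatever share of replicates individually reach that level; inactive = mean lysis activity below 80%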
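Assay system: log-phase C. neoformans yeast / Quantity: yeast cell density of 5 × 10^6 cells/mL / Medium: fresh YPD growth medium / Compound: single dose / Timing: static 4 h at 37 °C with compound, 1 h detection / Measured by: adenylate kinase release luminescence / Read-out: lysis from increased AK signal / Benchmarks: Clomiphene as positive lysis control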
* hit, by the source's call; ? = inconclusive; / = no result given; & = joins results of further samples. This is a subset; count on the stated rates, not on these rows.

SMILES	SIRT5 inh	LGR2 antag	Xi reactivation	ERAP1 HTS inh	PGC1a acetyl inh	C2C12 statin	S100A4 MyoIIA	Cneo AK release
C[C@@H]1CN([C@@H](C)CO)C(=O)c2cc(NC(=O)c3ccncc3)ccc2O[C@H]1CN(C)S(=O)(=O)c1ccc(Cl)cc1	2	-2	0.2	1	-2	2	8	1
COc1ccc(NC(=O)C2CCN(S(=O)(=O)c3cccnc3)CC2)cc1Cl	/	-17	-0.1	6	-3	-19	-2	3
O=C(c1ccc2c(c1)CCN2S(=O)(=O)c1ccccc1)N1CCN(c2ccccc2F)CC1	-2	11	0.1	0	0	57	-3	-1
COc1ccc(-c2cc3ncc(C(C)=O)c(C)n3n2)cc1	-3	-47	-0.1	-2	/	/	-4	/
O=C(Nc1ccc(F)cc1)N[C@@H]1C=C[C@@H](CC(=O)N2CCCCC2)O[C@@H]1CO	2	10	-0.8	-2	-5	0	-5	1
C[C@H](O)[C@@H]1C(=O)N2CCc3c([nH]c4ccccc34)[C@@H]2C[C@@H]1N(C)C(=O)c1ccco1	-10	-32	0.5	-62	0	6	-1	0
O=C(NC(=S)Nc1ccc(N2CCCCC2)cc1)c1ccco1	0	-38	/	0	-2	-36	-6	-12
CCCN(CC(=O)Nc1ccc(Cl)cc1Cl)C(=O)CC(NC(C)=O)c1ccccc1 (configuration not stated)	-1	9	0.0	-3	3	4	-2	4
Cc1ccc2c(=O)oc(N(C)C)nc2c1	-4	/	0.0	5	-21	-4	0	/
O=S(=O)(N[C@@H]1CC[C@@H](CCn2cc(-c3ccc(F)cc3)nn2)O[C@@H]1CO)c1ccccc1F	1	8	-0.3	1	-7	3	-3	-28
C=CCNC(=O)CSc1ncc2c(n1)-c1c(csc1SC)CC2	0	16	-0.1	/	-16	/	-11	4
O=C(CSc1nnc(-c2ccncc2)s1)Nc1ccccc1	-1	-7	/	-1	/	5	-6	-1
COc1ccccc1NC(=O)N[C@@H]1CC[C@H](CCNC(=O)c2ccc3c(c2)OCO3)O[C@@H]1CO	-3	-4	0.1	1	-10	-7	-8	17
CCCCc1cc(=O)oc2cc(C)cc(OCC(=O)Nc3cccnc3)c12	-5	-7	0.3	-3	-8	-48	0	1
C=CCn1c(SCC(=O)/C(C#N)=C(\C)N)nc2sc(CC)cc2c1=O	0	-9	0.0	3	-8	-14	0	1
COc1ccc(-n2c(=O)c3c4c(sc3n(CC(=O)NCC3CCCO3)c2=O)CCCC4)c(OC)c1 (configuration not stated)	0	-1	-0.1	-3	-20	-12	-7	2
CN1CCC(NC(=O)c2ccncc2)CC1	2	13	0.4	-2	-9	8	-1	4
Cc1ccc2occ(C(c3nnnn3C3CCCC3)N3CCN(C(=O)c4ccco4)CC3)c(=O)c2c1 (configuration not stated)	-4	-3	/	10	5	28	-2	2
CO[C@H]1CN(C)C(=O)c2cc(NC(=O)c3cnccn3)ccc2OC[C@@H](C)N(C)C[C@@H]1C	1	21	-0.3	0	9	5	19	0
O=C(N/N=C/c1ccc(N2CCOCC2)cc1)c1ccccc1OCCOc1ccccc1	-3	21	0.0	4	-3	/	3	/

Part of the list above in order of molar mass, smallest number first:
SMILES	SIRT5 inh	LGR2 antag	Xi reactivation	ERAP1 HTS inh	PGC1a acetyl inh	C2C12 statin	S100A4 MyoIIA	Cneo AK release
CN1CCC(NC(=O)c2ccncc2)CC1	2	13	0.4	-2	-9	8	-1	4
O=C(N/N=C/c1ccc(N2CCOCC2)cc1)c1ccccc1OCCOc1ccccc1	-3	21	0.0	4	-3	/	3	/
CCCN(CC(=O)Nc1ccc(Cl)cc1Cl)C(=O)CC(NC(C)=O)c1ccccc1 (configuration not stated)	-1	9	0.0	-3	3	4	-2	4

Continuation.
SMILES	SIRT5 inh	LGR2 antag	Xi reactivation	ERAP1 HTS inh	PGC1a acetyl inh	C2C12 statin	S100A4 MyoIIA	Cneo AK release
C[C@H]1CCCCO[C@H](CN(C)C(=O)Nc2cccc3ccccc23)[C@@H](C)CN([C@@H](C)CO)C(=O)c2cc(NC(=O)Nc3ccc(F)cc3)ccc2O1	2	-1	0.6	2	-6	/	-5	1
C[C@@H]1CN([C@H](C)CO)C(=O)c2cc(NC(=O)Nc3ccccc3)ccc2O[C@@H](C)CCCCO[C@H]1CN(C)Cc1ccc(C(=O)O)cc1	6	11	0.2	-9	3	37	?	0
Cc1ccc(C(=O)Nc2cc(C(C)C)c(O)c(C(C)C)c2)cc1	/	2	0.0	/	17	/	/	-3
CC(C)[C@H](NC(=O)c1ccc(Cl)c([N+](=O)[O-])c1)C(=O)O	1	-7	0.1	-3	6	/	7	0
S=c1[nH]nc(Cc2ccc(Br)cc2)n1/N=C/c1ccc(Cl)cc1	1	-11	0.0	4	/	/	1	/
COc1ccc(C(CNC(=O)c2ccco2)N2CCCCC2)cc1 (configuration not stated)	-3	-11	0.3	4	-8	/	-8	/
O=C(C[C@@H]1CC[C@@H]2[C@H](COC[C@H](O)CN2S(=O)(=O)c2cccc(F)c2)O1)Nc1ccccc1	/	-2	0.0	/	-4	-7	/	-1
C[C@@H]1CN([C@H](C)CO)C(=O)c2cccc(NC(=O)C3CC3)c2O[C@@H]1CN(C)Cc1ccc(-c2ccccc2)cc1	-1	13	0.1	0	15	-7	23	7
CC12CCC(=O)N1C(C(=O)NNC(=O)COc1ccccc1F)CS2 (configuration not stated)	-2	3	0.1	-2	3	-12	8	-2
O=C(CN1CCN(Cc2ccc(F)cc2Cl)C1=O)NCc1cccs1	-1	0	0.8	/	-10	-1	-2	/
COC(=O)c1cnc(SCc2ccc(C)cc2)n1C	/	-40	0.2	-1	4	-2	1	0
CCOC(=O)[C@]12CCC=C1N(Cc1ccco1)C(=O)[C@H](CC(=O)NCCCN1CCCC1=O)C2	-4	2	0.3	-4	/	/	0	/
COc1ccc(S(=O)(=O)N(C)C[C@H]2Oc3ccc(NC(=O)CCC(F)(F)F)cc3C(=O)N([C@@H](C)CO)C[C@H]2C)cc1	-5	11	0.0	0	3	0	0	-1
Nc1nnc(SCc2c(F)cccc2Cl)s1	-3	1	0.0	1	-1	/	-2	9
COc1ccc2sc(-c3ccc(SC)cc3)c(/C=C/c3ccc(OC)c(OC)c3)c2c1	/	-27	0.0	/	-5	20	/	2
COCCn1c(C)cc(C(=O)Cn2nc(C(=O)O)c3ccccc3c2=O)c1C	1	-83	0.1	-2	/	/	-6	/
O=C(COC(=O)CCC1CCCC1)Nc1cc(S(=O)(=O)N2CCOCC2)ccc1Cl	3	-9	0.0	0	/	-3	-5	-10
COc1ccc(NC(=O)N(C)C[C@H]2Oc3c(NS(=O)(=O)c4cn(C)cn4)cccc3C(=O)N([C@H](C)CO)C[C@@H]2C)cc1	3&-4	-5&-39	0.0&0.0	3	-1&11	1	9&1	4&-4
CCc1cccc(NC(=O)CCNS(=O)(=O)c2ccc3c(c2)oc(=O)n3C)c1	2	-22	0.1	-2	-18	8	9	-2
Cc1noc(C)c1NC(=O)Nc1ccc2c(c1)C(=O)N([C@@H](C)CO)C[C@H](C)[C@@H](CN(C)S(=O)(=O)c1ccccc1)OCCCC[C@@H](C)O2	0	-9	0.0	2	3	/	-13	0
CCCn1c(N)c(Sc2ccc(C)cc2)c(=O)n(CCC)c1=O	1	24	0.4	0	-5	/	-2	/
C[C@@H]1CCCCO[C@H](CN(C)C(=O)Nc2ccc(C(F)(F)F)cc2)[C@H](C)CN([C@@H](C)CO)C(=O)c2cc(NS(=O)(=O)c3cccs3)ccc2O1	4	12	0.0	-2	-3	18	-2	0
COC(=O)c1cccc(NC(=O)CSc2nncn2-c2ccccn2)c1	-2	-17	-0.1	-3	4	3	-2	7
COc1ccccc1CCC(=O)OCC(=O)NC1CCCC1	8	-5	0.3	-2	-4	-1	1	-4
O=C(NCc1ccccc1)c1nc[nH]c1C(=O)N1CCc2ccccc2C1	/	15	-0.7	0	13	-12	-9	0
COC(=O)C(C)N(C(=O)c1cccc(Cl)c1)c1c(C)cccc1C (configuration not stated)	/	-15	/	/	-23	19	/	-2
CSCCC(NC(=O)c1ccccc1Br)C(=O)N1CCC(C)CC1 (configuration not stated)	-1	15	0.0	1	1	1	-1	0
Cc1cccc(OCCNC(=O)c2cc(C3CC3)nc3c2cnn3C(C)C)c1	-9	-1	0.0	-2	-4	1	-5	0
CC(C)C#Cc1ccc([C@H]2[C@@H](CO)N3C(=O)CN(S(=O)(=O)c4ccccc4)C[C@@H]23)cc1	4	-1	0.1	2	-6	/	1	/
CCCc1cc(=O)oc2cc(C)cc(OCC(=O)NCCCn3ccnc3)c12	-4	6	0.1	-4	-3	4	-4	-2
COc1ccccc1N1CCN(C(=O)CCC(=O)O)CC1	1	10	1.5	0	-8	-5	0	1
COc1ccc(-n2c(SCCC(=O)O)nnc2-c2ccncc2)cc1	/	-14	/	/	2	10	/	4
COc1ccc(C#Cc2ccc3c(c2)[C@]2(C(=O)N3)[C@H](C(=O)N3CCc4cc(OC)c(OC)cc4C3)[C@H]3C(=O)O[C@H](c4ccccc4)[C@H](c4ccccc4)N3[C@@H]2c2ccc(O)cc2)cc1	8	/	/	4	/	/	-5	-2
COc1ccc([N+](=O)[O-])cc1NC(=O)COC(=O)C1CC1	-2	-1	0.1	0	1	/	0	/
CCOc1ccc(C2/C(=C(\O)c3ccc4c(c3)OCCO4)C(=O)C(=O)N2CCCN2CCOCC2)cc1 (configuration not stated)	12	-6	0.2	0	0	4	5	1
O=S(=O)(c1ccc(Cl)cc1)N1CCN(Cc2ccncc2)CC1	-3	-1	0.1	1	8	2	2	0
N#C[C@H]1[C@@H](c2ccc(-c3cccc(F)c3)cc2)[C@H](CO)N1C(=O)NC1CCCCC1	6	7	0.2	1	-17	/	57	/
Cc1cc(NC(=O)c2ccc(C)o2)no1	2	-10	0.0	-4	/	0	-5	-2
C[C@H]1CN([C@@H](C)CO)C(=O)c2cc(C#CC3CC3)cnc2O[C@H]1CN(C)C(=O)CC1CC1	5	-7	0.1	-2	2	15	0	1
O=C(NCC(c1ccc(F)cc1)N1CCOCC1)c1ccco1 (configuration not stated)	1	-12	0.0	-3	6	15	-3	-1
COc1cccc(/C=N/NC(=O)C(C)n2nc(C)c([N+](=O)[O-])c2C)c1O (configuration not stated)	-7	-2	0.1	-1	/	/	-1	/
O=c1[nH]cccc1-c1nc2ccccc2[nH]1	-97	-5	0.2	-77	20	3	0	-5
CC(=O)Nc1ccc(S(=O)(=O)NC(C(=O)O)C(C)C)cc1 (configuration not stated)	-6	-3	/	-3	-5	51	1	0
C[C@H](NC(N)=O)C(=O)Nc1ccc(OCc2ccccc2)cc1	-3	-54	0.0	-3	/	/	4	/
